Compound activity (PubChem)
mcGAS lum: cyclic GMP-AMP synthase inhibitors, mouse, primary biochemical chemiluminescence; actives 0.15% (n = 160,000); AID 1259399, 2018; recombinant cGAS, Kinase-Glo ATP depletion luminescence; inhibition, % at 12.5 µM; Q8C6L5;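 also: 0% = negative control wells and 100% = reference inhibitor with no enzyme activity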
hcGAS lum: Primary biochemical luminescence assay for human cyclic GMP-AMP synthase inhibitors; Q8N884; recombinant h-cGAS, ATP depletion, Kinase-Glo luminescence; inhibition, % at 12.5 µM; actives 0.081% (n = 290,000);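 also: 0% = vehicle reaction and 100% = reaction without DNA for no activity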
Target sequence (Q8N884 whole entry, looked up): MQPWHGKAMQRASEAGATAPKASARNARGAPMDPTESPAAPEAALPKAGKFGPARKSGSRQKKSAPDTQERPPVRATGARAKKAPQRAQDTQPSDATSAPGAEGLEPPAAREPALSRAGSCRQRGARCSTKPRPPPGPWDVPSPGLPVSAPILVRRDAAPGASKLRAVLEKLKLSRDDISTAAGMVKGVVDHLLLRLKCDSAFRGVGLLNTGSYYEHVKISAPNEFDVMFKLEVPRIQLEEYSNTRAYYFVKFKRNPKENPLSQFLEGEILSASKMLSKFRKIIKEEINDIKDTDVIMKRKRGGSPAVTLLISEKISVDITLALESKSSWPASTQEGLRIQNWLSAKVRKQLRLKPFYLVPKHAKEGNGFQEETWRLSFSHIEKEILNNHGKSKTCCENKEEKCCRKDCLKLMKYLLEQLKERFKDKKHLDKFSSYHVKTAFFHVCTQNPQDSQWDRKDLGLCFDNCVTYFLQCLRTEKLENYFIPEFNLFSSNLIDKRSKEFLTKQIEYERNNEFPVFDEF
NPYLR7 agonist: agonists of mosquito NPYLR7 receptor, primary screen, cell-based, Aedes aegypti, calcium fluorescence, mosquito biting behavior; Aedes aegypti neuropeptide Y-like receptor 7 (NPYLR7); HEK293T NPYLR7/Galpha15, GCaMP6s calcium fluorescence; activation, % at 10 µM; actives 0.15% (n = 270,000); in the data active = activation above about 40%;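 also: 0% = vehicle and 100% = reference agonist at the receptor; some compounds past the cut are filed as inactive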
* = called active by the depositor; · = not tested or not shown; & = joins results of further samples. Rule as the data show it, unless noted: active = inhibition above about 40%; inactive = the rest.

Each structure is followed by: NPYLR7 agonist	mcGAS lum	hcGAS lum
> CC(C)CCN1CCN(Cc2nc3ccccc3[nH]2)CC1CCO (stereo not given)
    16.3	·	-15.0
> C=Cc1ccc(C(=O)N2CCC(Cc3ccc(OC)cc3)(C(=O)OCC)CC2)cc1
    2.2&-8.5	-3.3	-4.8&-5.2
> CCOc1cc(/C=N\NC(=O)COc2nc(C)cc(COC)c2C#N)ccc1OCc1ccc([N+](=O)[O-])cc1
    -1.4	-2.5	-0.9
> Cc1ccc(-c2ccc(CCC(=O)N3CCc4ccccc4C3)n2-c2ccc(CC#N)cc2)c(C)c1
    -2.9	-5.5	-6.0
> O=C(Nc1cccc(-c2nnc3n2CCC3)c1)OCC(F)(F)F
    9.2	-7.4	-6.5
> COc1ccc(-c2csc(=Nc3ccccc3)n2CC(O)c2ccc([N+](=O)[O-])cc2)cc1 (stereo not given)
    -0.9	-1.3	3.0
> COC(=O)CC1c2cccnc2C(=O)N1Cc1ccccc1 (stereo not given)
    2.4	-6.8	-1.4
> CNC(=O)CSc1nc2c(cnn2CCO)c(=O)[nH]1
    5.5	·	-3.4
> CCC(=O)Nc1ccc(S(=O)(=O)Nc2nc(C)cc(C)n2)cc1
    13.7	-1.1	11.8
> O=C(COc1ccccc1)N1CCC2(CC1)C(=O)N(CC(=O)N1CCOCC1)CN2c1ccccc1
    27.5	-5.1	-9.4
> CCc1ccc(N2CCn3c2nc2c3c(=O)n(CCCO)c(=O)n2C)cc1
    3.2	-8.7	-5.1
> CCOC(=O)c1c(C)c2c(=O)[nH]nc(SCC(=O)OC(C)C)n2c1C
    3.2	-10.5	-4.2
> Fc1ccc(Nc2nnc(-c3ccc(Br)s3)o2)c(F)c1
    -8.8	-15.1	-9.6
> Cc1nc2c(cc1C(=O)NCc1ccc(N3CCCN(C)CC3)nc1)c(C)nn2C
    11.9	·	2.9
> CCOc1ccc(-n2nnc3c(=O)n(CC(=O)c4ccccc4)cnc32)cc1
    9.9	·	-2.7
> COc1cc(/C=N\NC(=O)CSc2nc3ccccc3[nH]2)ccc1O
    2.6	-8.1	-6.2
> C=Cc1cccc(CN2CCC(CNC(=O)c3ccc(=O)[nH]n3)C2)c1 (stereo not given)
    27.2	·	-1.8
> CN(C)Cn1c(O)c(N=NC(=O)COc2ccc(Cl)cc2)c2ccccc21
    13.3	-1.1	-12.0
> c1ccc(-c2csc3ncn4c(-c5ccccc5)nnc4c23)cc1
    5.9	-4.7	-0.4
> COc1ccc(-c2cnnc(NCCOc3cccnc3)n2)cc1
    19.6&-5.6	0.2	-3.5&-4.7
> CCOCCN(CCOCC)c1cc(-c2ccccc2)nc2ncnn12
    ·	-6.9	-4.7
> Cc1cc(C)cc(-n2nnc3c(=O)n(CC(N)=O)cnc32)c1
    -3.3	-9.0	-10.4
> CCOC(=O)c1ccc(NC(=O)N2CCSC2c2cc(OC)ccc2OC)cc1 (stereo not given)
    6.2	-7.5	-8.2
> Cn1c(=O)[nH]c(=O)c2c1nc(N1CCN(Cc3ccccc3)CC1)n2Cc1cccc2ccccc12
    15.5	·	-3.9
> Cc1ccc(CCC(=O)N(C)c2ccc(-c3ccccc3)nn2)o1
    -0.3	·	-7.7
> CC(C)c1ccc(-n2nc(C(=O)O)c(=O)n(Cc3cccc(F)c3)c2=O)cc1
    27.1	·	3.3
> CN(C1(C)CCS(=O)(=O)C1)S(=O)(=O)c1ccc2ccccc2c1 (stereo not given)
    -2.1	·	-3.7
> CC(C)CN(CC(C)C)CN1C(=O)NC(C)(c2ccccc2)C1=O (stereo not given)
    9.8	-7.4	-12.8
> Cc1ccc(C(=O)Nc2ccc(N(C)C)cc2C(F)(F)F)cn1
    1.8	·	-4.8
> O=C(c1cccc2ccccc12)N1CCC(c2nc(-c3ccccc3Cl)no2)CC1
    ·	-6.3	-10.1

Entries of single compounds, quoted from the list.
Record of CC(C)CCN1CCN(Cc2nc3ccccc3[nH]2)CC1CCO (stereo not given) = NPYLR7 agonist = 16.3; mcGAS lum = ·; hcGAS lum = -15.0
Record of CNC(=O)CSc1nc2c(cnn2CCO)c(=O)[nH]1 = NPYLR7 agonist = 5.5; mcGAS lum = ·; hcGAS lum = -3.4
Record of O=C(COc1ccccc1)N1CCC2(CC1)C(=O)N(CC(=O)N1CCOCC1)CN2c1ccccc1 = NPYLR7 agonist = 27.5; mcGAS lum = -5.1; hcGAS lum = -9.4

More results follow:
Each structure is followed by: NPYLR7 agonist	mcGAS lum	hcGAS lum
> COCCNC(=O)Nc1c[nH]c2ccccc12
    -1.1	-9.7	-6.2
> C=CCN(CC#Cc1ccccc1)Cc1ccccn1
    17.8	-16.7	-2.0
> CCN(CC)CCN(C(=O)c1cc(C)n(C)n1)c1nc2c(F)cc(F)cc2s1
    3.3	-4.0	-2.0
> CCOC(=O)c1cnc(-c2ccccc2)nc1NCCCN(CC)CC
    16.7	-1.2	0.5
> CC1CCCC(NC(=O)C(C)n2ncn3cccc3c2=O)C1C (stereo not given)
    6.0	·	0.7
> O=C(CCl)N1CCSC1c1ccccc1F (stereo not given)
    5.6	·	-1.0
> COc1ccc(NC(=O)Cn2ncc3ccccc3c2=O)cc1Cl
    -3.9	-0.5	8.5
> Cc1ccc(C)c(NC(=O)C(C)N2CCCCCCC2)c1 (stereo not given)
    7.8	·	-16.1
> N#CC1C(=N)C2=CCCC[C@H]2[C@H](c2cccnc2)C1(C#N)C#N (stereo not given in full)
    3.4	-2.1	-2.0
> O=C(Nc1ccccc1Oc1cccc(F)c1)NC1CCS(=O)(=O)C1 (stereo not given)
    4.7	-16.7	-4.6
> COc1ccc2c(c1)CCc1cc(CCC(=O)NCC3CCCO3)n(-c3ccc4ncsc4c3)c1-2 (stereo not given)
    -0.5	-9.4	-2.5
> CC(NCC(=O)Nc1cnccn1)c1ccccc1-n1cccn1 (stereo not given)
    24.7	-19.1	-8.5
> Cc1ccc(-c2cnn3c(N4CCN(c5ccccc5)CC4)cc(C)nc23)cc1
    4.0	-1.6	3.9
> COc1cccc(CNCC2CC(c3ccc(N(C)C)cc3)=NO2)c1 (stereo not given)
    0.5	-5.5	-2.3
> CC1(Cc2ccccc2OC(F)(F)F)C(=O)Nc2ccc(S(=O)(=O)NC3CCCCC3)cc21 (stereo not given)
    0.8	-1.5	-2.2
> COc1ccc(C=CC(=O)c2ccc(C)o2)cc1C
    2.8	2.8	-7.5
> Cc1ccc(CCC(=O)Nc2cccc(S(=O)(=O)N=C3CCCN3C)c2)cc1Cl
    -3.2	-14.2	-4.2
> CCCCOCCCNC(=O)c1oc2ccc(F)cc2c1C
    9.0	·	1.8
> O=C(NCc1cc2ccccc2o1)N1CCC(O)(C(F)(F)F)C1 (stereo not given)
    8.4	-5.6	-1.8
> COc1cccc(-c2nccn2-c2cccc(-c3nnc(C)s3)c2)c1OC
    6.1	-11.7	1.2
> COc1ccnc(NNS(=O)(=O)c2cccc(C#N)c2)n1
    -1.1	·	1.8
> CN(C)C(CNc1nc(-c2cccnc2)nc2c1cnn2C)c1ccccn1 (stereo not given)
    -1.9	0.5	2.1
> CCCCc1nnc(NC(=O)C2Cc3ccccc3S2)s1 (stereo not given)
    5.2	·	-11.2
> COC(=O)c1ccccc1NC(=O)N1CCc2cc(OC)c(OC)cc2C1c1ccccc1 (stereo not given)
    0.6	-8.8	-7.0
> CN1CCn2nc(C(=O)NCc3nc(-c4ccccc4)n[nH]3)cc2C1
    16.8	-12.2	-5.0
> Fc1ccc(-c2nc(Nc3ccccc3)c3ccccc3n2)cc1
    -1.9	-2.5	-1.9
> COCc1noc(C2CN(C(=O)CC(F)(F)F)CC23CCCC3)n1 (stereo not given)
    ·	-2.8	-3.0
> COc1ccc(CCN(C)c2cc(Cl)nc(SCc3cccc(C(=O)N4CC5(C)CC4CC(C)(C)C5)c3)n2)cc1OC (stereo not given)
    6.2	-3.4	-7.2
> CC1(C(=O)O)CCCN1C(=O)c1ccc(Cl)cc1Cl (stereo not given)
    -3.1	·	-12.3
> O=C(C1CCN(S(=O)(=O)N2CCOCC2)CC1)N1CCOCC1
    5.8	·	-7.6

Part of the list above, tab-delimited:
mol	NPYLR7 agonist	mcGAS lum	hcGAS lum
COc1ccc(C=CC(=O)c2ccc(C)o2)cc1C	2.8	2.8	-7.5
Cc1ccc(CCC(=O)Nc2cccc(S(=O)(=O)N=C3CCCN3C)c2)cc1Cl	-3.2	-14.2	-4.2
CCCCOCCCNC(=O)c1oc2ccc(F)cc2c1C	9.0	·	1.8

Additional compounds follow:
Each structure is followed by: NPYLR7 agonist	mcGAS lum	hcGAS lum
> CC(C)(C)c1noc(C(Cl)(Cl)Cl)n1
    -12.1	·	2.7
> COc1cc(-c2nc(C=Nc3cccc(C)c3)c(O)o2)cc(OC)c1OC
    -6.9	·	-6.2
> Cc1ccc2cc(C3(O)CCN(Cc4ccc(C(N)=O)cc4)CC3)ccc2n1
    26.5	·	-9.0
> C=C(C)CNc1cc(OC)c(OC)cc1F
    16.9	·	-15.0
> CC1(C(=O)NS(=O)(=O)c2ccc3c(c2)CCO3)CCN1C(=O)Cc1ccc(Cl)cc1Cl (stereo not given)
    5.3	·	-3.1
> COc1ccc(-c2ccccc2NC(=O)C2CCCN(C3CCC3)C2)cc1 (stereo not given)
    -6.2	-8.2	-5.0
> COc1cc(/C=C2\SC(=S)N(c3cccc(C(=O)O)c3)C2=O)ccc1O
    52.3*	-5.5	-11.1
> CC(NCC(=O)Nc1ccc(C(C)(C)C)cc1)c1ccccc1 (stereo not given)
    25.9	·	-8.9
> CCOC(=O)c1c(NC(=O)c2cc(C)oc2C)c(-c2ccc(OC)cc2)cn1Cc1ccccc1
    3.9	-4.7	0.7
> N#CCCNC(=O)CN(Cc1ccccc1)C1CCCCC1
    -0.2	·	0.1
> COc1cccc(N2C(=O)CSC2c2ccc(NC(=O)Cc3ccccc3)cc2)c1 (stereo not given)
    17.8	-4.0	1.2
> COCCn1cnnc1C(C)NC(=O)CN1CCCCCC1=O (stereo not given)
    ·	5.1	15.9
> CCOc1ccc2nc(SCC3CC3(Cl)Cl)[nH]c2c1 (stereo not given)
    -6.4	·	0.6
> CC(NCc1cccs1)c1nnc2n1CCCCC2 (stereo not given)
    1.7	-9.9	-9.4
> O=C(c1c[nH]c2ccccc12)N1CCN(Cc2nnnn2-c2ccccc2)CC1
    -3.1	-8.3	-1.9
> CSc1nnc(SCc2nc3sc(C(=O)O)c(C)c3c(=O)[nH]2)s1
    4.1	·	3.1
> CCOC(=O)C1CCCN(C(=O)c2c(C)c(C)c(C)n2Cc2ccc(F)cc2F)C1 (stereo not given)
    32.2	-5.1	-9.6
> CCCC1(C(=O)N2CCN(CCC(=O)NC3CC3)CC2)CCC1
    -6.5	·	-6.3
> CCc1nc2ccc(C(=O)N3CCN(C(C)=O)CC3)cn2c1N(C)CCC(C)C
    -5.5	-1.3	-3.5
> CCCCCCn1c(N2CCN(CC(=O)OC)CC2)nc2c1c(=O)[nH]c(=O)n2C
    8.6	-6.5	-6.3
> CCn1nnc2c(=O)n(C(C)C)cnc21
    0.9	·	-4.1
> c1cc2c(cc1-c1nnc(SCC3CCCCO3)o1)OCO2 (stereo not given)
    1.4	·	-10.3
> O=c1[nH]c(CN2CCCC2c2ccccc2)nc2cc(Cl)ccc12 (stereo not given)
    -1.5	-3.0	0.2
> Cc1ccc(C2c3ccsc3CCN2CC(=O)N2CCN(S(=O)(=O)c3ccc(Br)cc3)C(C)C2)cc1 (stereo not given)
    9.2	-5.1	-2.3
> COCCNc1nc2cc(-c3ccsc3)sc2c(=O)n1C
    8.9	·	1.9
> Cc1ccc(-c2cc(C(=O)NCCC(c3ccccc3)c3ccccc3)n(-c3ccccc3)n2)o1
    0.8	-4.0	-7.8
> COC(=O)c1cc(CNC(=O)C2CCCCN2C)cc(NC(=O)c2ccccc2Cl)c1 (stereo not given)
    2.8	·	-11.0
> COc1ccc2c(c1)CCN(C(=O)Nc1n[nH]c(-c3ccccc3F)n1)C2
    1.7	·	-4.1
> O=C(c1cnc2ccccc2n1)N1CCc2ccccc21
    9.3	·	-11.0
> O=C(Cn1cncn1)N1CCC2(CCCN(Cc3ccccc3F)C2)C1 (stereo not given)
    16.3	·	-7.6

Each structure is followed by: NPYLR7 agonist	mcGAS lum	hcGAS lum
> Cc1ccc(-n2c(-c3ccc(F)cc3)cc(C(=O)N3CCN(C(=O)CCc4ccccc4)CC3)c2C)cc1
    -3.7	-4.2	-3.5
> Cc1cccnc1CN(C)Cc1nc(C(C)C)cs1
    ·	0.7	-1.0
> COc1ccc(NC(=O)C2CCN(C(=O)[C@@H]3CCCN3C(=O)Nc3c(C)cccc3C(C)(C)C)CC2)cc1
    -0.6	-5.8	-5.2
> CN1CCN(NC(=O)NC2CC(=O)N(c3cccc(F)c3)C2)CC1 (stereo not given)
    2.9	0.7	2.2
> Cc1ccc(Cn2ncc3c(Nc4ccc(C)cc4)ncnc32)cc1
    -2.1	-1.7	-3.3
> CC(C)C(NC(=O)c1ccc2c(c1)OCO2)c1nccn1C (stereo not given)
    1.2	-21.4	-2.1
> CCC(CO)NC(=O)c1c(O)nc2c(C)cccn2c1=O (stereo not given)
    -2.3	0.8	2.0
> CCCC1COCCN1C(=O)CCn1cnc2ccccc2c1=O (stereo not given)
    ·	-15.3	-2.6
> CC(C)C(=O)Nc1c(-c2cccc(F)c2)nc2ccccn12
    -5.5	-6.0	-6.2
> c1ccc(-c2nnc(Nc3ccccn3)c3ccccc23)cc1
    1.8	-3.4	1.0
> Cc1cnc(-c2ccc(S(C)(=O)=O)cc2)c(Cl)c1
    4.2	-19.3	-3.2
